K1F lysis inhibition = protection from phage-mediated lysis, alamar blue read-out – E. coli UTI89, K1F phage, bacterial capsule biogenesis inhibitors (AID 488966); E. coli UTI89 K1F phage lysis, alamar blue, 2 h; higher % means a stronger effect; inhibition, % at 100 µM; hits with a dose series show IC50 in µM; 340,000 tested, 0.02% active;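 active means phage lysis inhibition, versus mean bacterial control, above a set limit; inconclusive means no clear call, values can overlap the other calls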;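 further: capsule biogenesis inhibitors block K1F phage lysis so surviving cells raise fluorescence; higher fluorescence means more inhibition of phage lysis; actives were called in the ten point dose series up to 300 µM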
HIV peptide binding = cell-free HIV fusion peptide-binding blockers – biochemical, uHTS, fluorescence dequenching, primary screen (AID 1986). cell-free peptide binding, fluorescence dequenching, 30 min; higher % means a stronger effect. one-dose inhibition, % at 20 µM; IC50 in µM for titrated hits. 290,000 tested, 0.3% active; in the data active means inhibition mostly above about 52%, no sharp cut-off; inactive means mostly below about 76%; further: some results filed as inactive read as strong as hits
AID2073 = disruptors of CaV2.2 binding to Mint1 – biochemical, HTRF (AID 2073); HTRF protein-protein interaction, Mint1-CaV2.2; higher % means a stronger effect; inhibition, % at 20 µM; hits with a dose series show IC50 in µM; 290,000 tested, 0.19% active; in the data active means inhibition mostly above about 51%, no sharp cut-off; inconclusive means no clear call, values can overlap the other calls; inactive means mostly below about 53%; further: some results filed as inactive read as strong as hits
Dengue-2 NS5 capping = flavivirus cap methylation enzyme inhibition – biochemical, confirmation dose response, primary screen (AID 588689); 340,000 tested, 0.3% active; Dengue-2 NS5 methyltransferase capping enzyme assay, biochemical; higher % means a stronger effect; one-dose inhibition, % at 25 µM; IC50 in µM for titrated hits; in the data active means a potency from the dose series; inconclusive means inhibition above about 29% without an active follow-up result
SIAH1 antagonists = blockers of Siah-1 interaction with plectin peptide – biochemical, fluorescence polarization, rhodamine-plectin, uHTS, primary screen (AID 1817) | Siah-1 / rhodamine-plectin peptide fluorescence polarization; higher % means a stronger effect | 290,000 tested, 0.02% active | one-dose displacement, % at 20 µM; IC50 in µM for titrated hits;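 active means displacement of at least 50% at 20 µM, with a fluorescence ratio check between 0.3 and a set limit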;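 further: plate controls were Siah plus tracer with DMSO for no effect and tracer alone without Siah for full effect; strong numbers were not always called active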
GPR55 LPI antagonism = GPR55 antagonists blocking LPI-driven arrestin recruitment, primary screen, imaging, U2OS, beta-arrestin-GFP, LPI agonist (AID 2013); inhibition, % at 10 µM, or IC50 in µM where a hit was titrated; U2OS GPR55 beta-arrestin-GFP translocation imaging, LPI antagonism; higher % means a stronger effect; 290,000 tested, 0.13% active;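 active means spots per cell inhibited over 60%, with over 100 cells counted and total cytoplasm intensity under 500,000; inconclusive means wells with under 100 cells, flagged as likely toxic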;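 further: U2OS cells stably carrying GPR55 and arrestin-GFP stimulated by 5 µM LPI near EC80; imaged beta-arrestin-GFP aggregate spots per cell after agonist stimulation; plate controls were LPI-stimulated DMSO wells for no effect and DMSO wells without LPI for full effect; some results filed as inactive read as strong as hits; confirmed hits need IC50 under 10 µM and bright autofluorescent wells are also inconclusive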
GPR35 arrestin U2OS = inhibition of zaprinast-stimulated GPR35 beta-arrestin translocation – imaging, U2OS, beta-arrestin-GFP, zaprinast agonist, primary screen (AID 2058); U2OS GPR35 beta-arrestin-GFP translocation imaging, zaprinast antagonism; higher % means a stronger effect; inhibition, % at 10 µM, or IC50 in µM where a hit was titrated; 290,000 tested, 0.052% active;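 active means inhibition of at least 50% with at least 30 cells and total cytoplasm GFP at most 10,000,000; inconclusive means under 30 cells or total GFP of 10,000,000 plus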
GPR55 activation = GPR55 agonists via beta-arrestin recruitment, primary screen, imaging, U2OS cells, beta-arrestin-GFP redistribution (AID 1961); U2OS GPR55 beta-arrestin-GFP redistribution imaging; higher % means a stronger effect; activation, % at 10 µM; hits with a dose series show EC50 in µM; 290,000 tested, 0.048% active;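 active means activation above 40% with more than 50 cells counted in the well; inconclusive means wells holding fewer than 50 cells, flagged as toxic or sparse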;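 further: U2OS osteosarcoma cells stably expressing GPR55 and beta-arrestin-GFP; plate controls were DMSO negative control for no effect and LPI positive control for full effect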
NTR1 ag = NTR1-driven beta-arrestin-GFP spot formation – imaging, U2OS cells, high content, primary screen (AID 493036); P30989; agonist mode; activation, % at 20 µM; 330,000 tested, 0.17% active;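 active means activation at or above 40% of the spot to cytoplasm intensity ratio, with at least 20 cells analyzed; inconclusive means wells under 20 cells, flagged as cytotoxic or low count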;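 further: 0% = DMSO without peptide and 100% = 100 nM NTR1 peptide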
Target sequence (P30989 whole entry, looked up): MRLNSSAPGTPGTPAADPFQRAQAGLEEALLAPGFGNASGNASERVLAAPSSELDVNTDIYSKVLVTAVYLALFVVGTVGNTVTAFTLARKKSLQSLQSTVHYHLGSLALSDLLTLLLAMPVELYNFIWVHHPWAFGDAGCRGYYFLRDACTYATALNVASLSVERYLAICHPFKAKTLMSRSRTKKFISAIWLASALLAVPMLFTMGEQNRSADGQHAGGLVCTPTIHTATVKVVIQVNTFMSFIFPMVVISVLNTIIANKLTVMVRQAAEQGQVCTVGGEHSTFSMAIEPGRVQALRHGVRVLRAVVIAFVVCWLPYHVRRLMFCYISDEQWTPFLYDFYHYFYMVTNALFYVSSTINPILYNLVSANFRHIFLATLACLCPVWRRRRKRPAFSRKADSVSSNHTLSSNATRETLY
NTR1 ag cell count 20 µM = also measured in NTR1 ag; calls as there; cell count; measured here: cell count, cytotoxicity flag
Dengue-2 NS5 capping pilot replicate = second read-out of Dengue-2 NS5 capping, no call of its own (marks repeat the call); inhibition, %; measured here: pilot screen replicate inhibition
Numbers without * were called inactive; ? = inconclusive; nt = not tested or not shown; [ ] = dose if it differs, or a comment.

SMILES	K1F lysis inhibition	HIV peptide binding	AID2073	Dengue-2 NS5 capping	SIAH1 antagonists	GPR55 LPI antagonism	GPR35 arrestin U2OS	GPR55 activation	NTR1 ag	NTR1 ag cell count 20 µM	others
Cc1nnc(SCc2ccc(C(=O)O)cc2)s1	0.2%	0.3%	1.4%	-0.8%	-1.0%	-1.4%	-8.8%	-0.1%	1.3	78
Cc1nc2ccccc2c(=O)n1NC(=O)C1CCCCC1	6.7%	-0.9%	-3.4%	-2.0%	-0.4%	7.6%	-3.1%	-0.1%	0.3	58
Cc1cc(S(=O)(=O)N2CCCCC2)ccc1OCC(=O)N1CCCC1	-0.5%[50 µM]	-0.3%	-3.5%	-5.9%	0.7%	8.2%	-6.3%	-0.2%	-0.6	41
CNC(=O)CSc1nnc(-c2cccnc2)n1-c1ccc(C)cc1	0.0%	-1.0%	6.1%	-4.7%	-0.4%	-7.2%	6.2%	0.6%	0.7	40
CC(=O)NCCc1cc2ccc(C)c(C)c2[nH]c1=O	-0.2%	-0.5%	1.6%	-3.4%	2.9%	5.6%	7.3%	-0.1%	0.5	79
O=C(NCC1CCCO1)c1cccc(Oc2ccc([N+](=O)[O-])cc2)c1 (configuration not stated)	-0.1%[50 µM]	-0.6%	-1.8%	-10.3%	2.7%	7.8%	-4.5%	0.3%	-1.0	45
O=C1C2CC=C(Cl)CC2C(=O)N1CNc1ccccn1 (configuration not stated)	0.4%	0.1%	-2.9%	9.0%	3.5%	9.8%	-6.8%	-0.2%	0.0	45
Cc1ccc(-c2nonc2NC(=O)c2ccco2)cc1	0.4%	0.5%	10.8%	0.0%	-0.2%	-14.5%	-8.9%	-0.1%	0.4	58
Cc1c(C(=O)N2CCCCC2)nnn1-c1nonc1N	0.1%	-1.9%	-6.9%	-2.1%	1.1%	4.9%	-0.5%	-0.1%	-0.1	38
Cc1ccc(C(=O)NC(=S)N2CCN(C)CC2)cc1Br	-0.1%	0.3%	-6.9%	6.7%	-1.6%	-1.6%	2.6%	0.0%	1.6	70
COc1ccc(Cl)cc1NC(=O)N(C)Cc1c(C)nn(C)c1C	3.1%	0.7%	-5.9%	0.0%	0.2%	-2.7%	-2.3%	-0.1%	-1.1	76
CC(C(=O)c1ccccc1)n1cnc2ccccc2c1=O (configuration not stated)	0.3%	-0.1%	9.1%	1.6%	-2.1%	7.5%	12.7%	-0.3%	1.1	101
Cc1cn(S(=O)(=O)c2ccc(Br)cc2)cn1	0.5%	-0.4%	-5.2%	1.6%	0.4%	-10.6%	-1.8%	-0.1%	0.3	100
O=C(Nc1ccccc1)N1CCSc2cc(Cl)ccc21	1.6%	0.2%	13.4%	-6.2%	4.5%	7.7%	19.2%	0.2%	0.5	95
CN(Cc1ccccc1)C(=O)CCS(=O)(=O)c1ccc2c(c1)oc(=O)n2C	1.8%	-0.7%	-3.1%	-3.6%	-1.3%	3.5%	-0.8%	-0.2%	-0.3	71
O=C(Nc1ccc(Cl)cc1)Nc1ccc2c(c1)N1CCN=C1S2	?	-0.2%	-3.1%	-47.1%	-4.1%	5.7%	16.8%	0.3%	5.6	79
COc1ccc(C(=O)C2CCCN(C(=O)c3cc(C(C)C)no3)C2)cc1F (configuration not stated)	0.2%	0.3%	-0.2%	6.2%	0.3%	0.9%	2.3%	-0.3%	-1.5	71
Cc1cccc(N(CC(=O)NC2CCCCC2)C(=O)CCC(=O)Nc2nccs2)c1	0.5%	-0.8%	4.0%	0.0%	-3.9%	-11.5%	1.3%	0.4%	-0.5	47
O=C(O)CC1c2ccccc2CCN1S(=O)(=O)c1ccc(F)cc1 (configuration not stated)	0.3%	-0.2%	15.5%	0.8%	-1.3%	0.9%	9.5%	0.3%	-0.7	47
Cc1c(NC(=O)NC(=O)c2ccc(F)cc2)c(=O)n(-c2ccccc2)n1C	1.2%	-0.6%	-1.7%	4.3%	-0.9%	1.5%	-4.4%	0.3%	-0.5	45
COc1ccccc1CCNC(=O)C1CCN(c2nnc(C)c3c(C)n(-c4ccc(C)cc4)nc23)CC1	-0.2%	2.3%	8.6%	-3.9%	1.5%	14.3%	-2.8%	-0.1%	21.0	46
COc1cccc(CN(C)C(=O)CCc2nnc(-c3ccsc3)o2)c1	-0.3%	-1.7%	-10.0%	-2.3%	-3.6%	-2.1%	12.2%	-0.1%	0.2	34
O=C(O)c1cccc(N2CCCCS2(=O)=O)c1	2.5%	-0.7%	-5.0%	-8.8%	4.0%	-7.8%	4.0%	-0.1%	0.5	39
COc1cc(CO)c(OC)c([N+](=O)[O-])c1	0.5%	0.9%	9.7%	-4.0%	0.5%	-0.2%	-7.6%	-0.1%	-1.3	71
O=C(NCCc1ccccc1)C1CCN(C2CCN(Cc3ccco3)CC2)CC1	0.6%	-1.0%	-3.6%	-2.2%	-1.3%	10.9%	-12.7%	0.2%	-1.1	58
Next section
SMILES	K1F lysis inhibition	HIV peptide binding	AID2073	Dengue-2 NS5 capping	SIAH1 antagonists	GPR55 LPI antagonism	GPR35 arrestin U2OS	GPR55 activation	NTR1 ag	NTR1 ag cell count 20 µM	others
O=C(c1cccc(C(F)(F)F)c1)c1c[nH]c(C(=O)NCCCN2CCOCC2)c1	0.3%	3.2%	3.7%	0.0%	-4.6%	4.9%	6.2%	-0.4%	1.5	59
Cc1ccc(C(NC(=O)NN2CCN(C)CC2)C(Cl)Cl)cc1F (configuration not stated)	0.2%	-1.0%	-7.0%	1.6%	8.3%	-0.5%	8.1%	-0.3%	1.4	58
Cc1ccc(C(=O)c2c[nH]c(C(=O)NCCCN3CCOCC3)c2)cc1	0.1%	1.3%	?	0.6%	5.1%	-3.1%	-0.5%	-0.1%	-1.5	102	Dengue-2 NS5 capping pilot replicate=-3.3
Cc1ccc(N2CCN(C(=S)c3ccc(N(C)C)cc3)CC2)cc1	5.2%	0.1%	5.2%	-1.4%	-3.9%	8.3%	15.6%	-0.2%	0.0	56
COc1ccccc1CN1C[C@@H]2C[C@@H](c3ccc(C)c(C)c3)N3CCC[C@@]23C1=O	-0.7%	3.1%	0.6%	-11.8%	-2.6%	0.7%	4.3%	0.6%	0.5	86
O=C(Cn1cnc2ccccc2c1=O)N1CCOCC1	0.3%	-0.7%	-4.0%	-10.9%	-2.0%	0.5%	10.3%	-0.1%	-0.4	45
CN(C)/C=C1\C(=O)NN=C1C(F)(F)F	0.5%	-1.2%	-7.1%	0.9%	-2.4%	13.5%	11.3%	-0.3%	-0.5	86
CCOc1ccccc1N1CCN(C(=S)NC(=O)C23CC4CC(CC(C4)C2)C3)CC1	-3.3%	-0.4%	-10.5%	-0.7%	4.2%	-4.3%	1.3%	1.3%	3.4	62
CC(=O)C1=C(c2ccccc2)NC(=S)NC1c1cc(Cl)c(OC(C)C)c(Cl)c1 (configuration not stated)	6.5%	2.9%	-5.2%	-13.7%	6.3%	11.9%	-4.7%	-0.1%	5.0	54
O=C(c1cc2c(s1)CCC2)N1C(=O)c2ccccc2S1(=O)=O	-0.6%	-2.0%	14.5%	-3.4%	10.8%	10.4%	5.2%	-1.0%	0.2	44
Cc1cc(C)cc(-n2c(C)cc(/C=N/NC(=O)c3ccncc3)c2C)c1	0.7%	-1.6%	-1.4%	-10.7%	3.1%	4.5%	-12.5%	-0.1%	-0.1	43
CCCC(=O)Nc1cc(-c2nc3ncccc3o2)ccc1C	0.9%	0.7%	17.9%	-3.4%	2.1%	-0.2%	-4.5%	0.0%	0.7	51
COc1ccc(-c2cc(=Nc3ccc(C)cc3)c3ccccc3o2)cc1	0.5%	1.3%	3.7%	-1.6%	5.9%	6.7%	-0.8%	0.2%	0.1	78
COCCN1CCN(C(=O)c2ccc3nc(Cc4ccc(OC)c(OC)c4)oc3c2)CC1	1.4%[50 µM]	2.5%	4.1%	17.1%	2.8%	-3.2%	3.0%	0.3%	0.6	57
COc1ccc(-c2[nH]ncc2CN2CCC(OCc3ccccc3)CC2)c(F)c1	0.3%	1.8%	-4.0%	0.7%	12.4%	-0.5%	-1.5%	0.2%	0.6	59
O=c1c2ccccc2nnn1CSc1nc2ccccc2c(=O)n1Cc1ccco1	-0.1%	4.0%	-7.6%	-1.4%	-2.4%	-10.1%	7.2%	-0.3%	7.4	39
CCn1c(SCC(=O)NC2CCCC2)nnc1-c1ccoc1C	0.3%	0.0%	6.0%	-1.6%	7.1%	5.4%	5.4%	0.2%	0.1	46
O=C1C=C(O)c2c(O)cccc2C1=O	nt	9.0%	-8.7%	nt	-7.3%	-16.2%	-5.4%	0.0%	2.4	87
CC(C)(C)n1ncc2c(=O)n(CC(=O)NCc3ccc(F)cc3)cnc21	0.3%	-2.5%	5.0%	-0.5%	4.3%	12.3%	-1.5%	-0.1%	0.0	46
COC(=O)/C(=C/c1ccco1)NC(=O)c1ccccc1	-0.7%	9.1%	-8.4%	-2.9%	-6.2%	7.8%	12.8%	0.1%	-0.2	55
CCCc1ccc(/C=C2\C(=O)c3ccccc3C(O)=C2C(=O)OCC)cc1	nt	2.7%	9.62µM*	nt	8.0%	26.6%	21.2%	-0.4%	16.7	81
O=C(CSC1CS(=O)(=O)c2cc([N+](=O)[O-])ccc21)NNC(=O)c1ccccc1 (configuration not stated)	5.2%	-1.4%	-10.3%	-5.4%	3.1%	10.4%	10.7%	-0.1%	1.8	51
CC1(C)CC(=O)C2=C(C1)N(Cc1cccnc1)C(=O)C2(NC(=O)c1ccc(F)cc1)C(F)(F)F (configuration not stated)	0.1%	-0.5%	-2.1%	0.0%	-4.1%	-2.1%	12.7%	-0.1%	0.5	66
Cn1cc(CN2CCC(Oc3ccc(C(=O)N4CCCCC4)cc3)CC2)cn1	0.0%	1.5%	6.7%	1.6%	-5.6%	26.1%	-12.7%	-0.1%	4.4	36
CN(C(=O)COC(=O)c1ccc2c(c1)OCO2)C1CCS(=O)(=O)C1 (configuration not stated)	1.5%	-2.7%	-8.8%	-4.4%	0.9%	6.4%	-5.8%	0.1%	1.7	44
O=C(NC1CCCCC1)Oc1cc2oc(=O)sc2cc1Br	1.1%	-1.5%	-64.9%	-18.0%	-3.7%	-3.4%	2.6%	-0.1%	-0.3	43
Cc1ccc(NC(=O)c2cnn(-c3ccccc3)c2C)cc1	0.4%	1.5%	7.1%	-6.9%	3.3%	-0.1%	-6.1%	0.1%	0.3	59

From PubChem
